Screens deposited in PubChem by National Center for Advancing Translational Sciences (NCATS).
HT1080-NT tox: kills 2HG-producing HT-1080-NT fibrosarcoma cells. HT-1080-NT fibrosarcoma viability, CellTiter-Glo ATP luminescence, 48 h. Potency, µM (titrated, usually from 46.1 µM), without a hit: top-dose activity, negative = less viability, usual class: cytotoxic. 1.6% of 360,000 active;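 also: NT is the 2HG producing partner of a matched IDH1 knockdown line; potency is read from the fitted curve at half-maximal effect; 0% = DMSO-treated cells and -100% = media-only wells without cells; nearly all actives have a fitted effect of over 55% in size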
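HT-1080-NT; 750 cells/well; 5% FBS RPMI; 48 h compound, 37 degrees C; CellTiter-Glo luminescence; curve fitting and curve-class assignment.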
GLP1R ag: GLP-1 receptor (human) agonism. P43220. Potency, µM (titrated, usually from 45.6 µM), for the others: top-dose activation, actives largely listed as activators. AID 624172. 0.007% of 380,000 active. HEK293 GLP-1R CRE-luciferase, luminescence, 4-6 h; cells express a hypersensitive GLP-1R form; also: potency is read from the fitted curve at half-maximal effect; % of control where 0% means no effect
Target sequence (P43220 whole entry, looked up): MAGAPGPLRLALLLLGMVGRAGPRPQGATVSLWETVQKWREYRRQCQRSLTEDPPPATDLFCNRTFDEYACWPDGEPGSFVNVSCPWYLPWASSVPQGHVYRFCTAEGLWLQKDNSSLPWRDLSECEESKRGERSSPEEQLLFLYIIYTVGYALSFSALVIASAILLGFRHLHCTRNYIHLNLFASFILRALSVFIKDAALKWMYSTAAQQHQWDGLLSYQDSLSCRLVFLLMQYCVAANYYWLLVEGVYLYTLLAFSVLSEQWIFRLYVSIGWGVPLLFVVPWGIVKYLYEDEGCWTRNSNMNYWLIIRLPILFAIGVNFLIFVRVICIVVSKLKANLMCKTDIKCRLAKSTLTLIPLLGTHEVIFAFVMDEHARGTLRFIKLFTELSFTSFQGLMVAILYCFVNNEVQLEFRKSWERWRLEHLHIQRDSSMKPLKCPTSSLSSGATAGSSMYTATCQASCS
HT1080 IDH1KD tx: HT-1080 IDH1 knockdown cell toxicity (counter line); 2% of 360,000 active; HT-1080 IDH1 knockdown viability, ATP luminescence, 48 h; Potency, µM (highest dose often 46.1 µM), for inactives: top-dose activity, negative = toxicity, usual class: cytotoxic;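 also: potency is read from the fitted curve at half-maximal effect; 0% = DMSO wells and -100% = cell-free medium wells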
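Knockdown cells (IDH1KD HT-1080) received compounds 2 h after plating at 750 cells/well and were kept 48 h at 37 °C in 5% FBS RPMI. A CellTiter-Glo luminescence read gave % activity for curve fitting.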
DRD3 antagonist: antagonists of human D3 dopamine receptor; P35462; D3R cells, DiscoveRx beta-arrestin luminescence, antagonist mode; stronger effect = lower value; max response, negative = inhibition, %; 2.5% of 360,000 active; in the data active = max response below about -50%; inconclusive = no clear call, values can overlap the other calls; also: % is scaled to controls: 0 for no effect and ±100 for the full control effect; mostly tested at two doses, the higher about 12 µM
Target sequence (P35462 whole entry, looked up): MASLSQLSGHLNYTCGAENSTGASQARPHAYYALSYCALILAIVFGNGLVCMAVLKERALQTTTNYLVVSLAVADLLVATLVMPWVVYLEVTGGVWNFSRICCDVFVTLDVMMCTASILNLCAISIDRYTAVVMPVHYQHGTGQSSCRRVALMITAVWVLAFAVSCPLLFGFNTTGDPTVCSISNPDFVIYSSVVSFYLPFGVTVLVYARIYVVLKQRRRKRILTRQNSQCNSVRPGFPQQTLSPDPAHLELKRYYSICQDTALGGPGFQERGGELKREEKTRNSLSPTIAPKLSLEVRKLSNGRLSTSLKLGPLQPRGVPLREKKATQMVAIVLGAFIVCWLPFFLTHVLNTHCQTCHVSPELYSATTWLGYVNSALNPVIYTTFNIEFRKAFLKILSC
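Cells plated overnight at 1500 cells/well, then exposed to library compounds with dopamine controls for 90 minutes at 37 degrees C. DiscoveRx reagent added for 30–60 minutes at room temperature; luminescence read, quantitative HTS format.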
KB-V1 cytotox: kills drug-selected multidrug resistant KB-V1 cells; 3.4% of 400,000 active; AID 1347076; Potency, µM (highest dose often 46.1 µM), for inactives: at the highest dose activity change, negative = cytotoxicity, hits mostly cytotoxic; KB-V1 MDR cells viability, CellTiter-Glo, 72 h; also: potency is read from the fitted curve at half-maximal effect; % is scaled to controls: 0 for no effect and ±100 for the full control effect; nearly all actives have a fitted effect of over 60% in size
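KB-V1 MDR subline cells in DMEM (phenol-red free, 10% FBS) exposed to compounds in qHTS concentration series for 72 h at 37 degrees C. Viability read by CellTiter-Glo luminescence; concentration-effect curves fitted after normalization and correction.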
SW480 rereplic: inducers of DNA re-replication in SW480 colon cancer cells | SW480 DNA re-replication, Hoechst DNA content imaging, 48 h | Potency, µM (top dose mostly 46.1 µM), without a hit: top-dose re-replication activation, hits mostly activators | 1.8% of 340,000 active | AID 624297; also: potency is read from the fitted curve at half-maximal effect; % of control where 0% means no effect; nearly all actives have a fitted effect of over 55% in size
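First, 250 cells per well were seeded. Next, compound or vehicle (23 nL) was pinned in, plates sat 48 hr at 37 C. Finally Hoechst was added for 40 min before fluorescence scanning.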
IL1B secr inh: inhibitors of inflammasome signaling (IL-1 beta secretion) | THP-1 LPS/ATP IL-1B secretion, AlphaLISA, 16 h; stronger effect = lower value | activity change, % at 57.5 µM | 4.7% of 360,000 active | AID 743279; in the data active = activity change below about -50%; inconclusive = mostly about -30% to -49%; also: % is scaled to controls: 0 for no effect and ±100 for the full control effect
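THP-1 cells pretreated 1 hr with compounds (up to 57.5 uM final), then stimulated with LPS (250 ng/mL final) plus ATP (1.25 mM final); secreted IL-1B measured by AlphaLISA after 16 hr, decreased signal indicating inhibition.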
DRD3 agonist: agonists of human D3 dopamine receptor; P35462; max activation, %; D3R DiscoveRx beta-arrestin cells, luminescence, 90 min; AID 652048; 0.58% of 410,000 active; in the data active = max activation above about 30%; also: 0% is about no effect; mostly tested at two doses, the higher about 12 µM
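Cells at 1500/well, incubated overnight, then treated with pinned compounds (dopamine as control) for 90 min at 37 degrees C. DiscoveRx reagent added for 30 - 60 minutes at room temperature; luminescence read.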
KB-3-1 cytotox: KB-3-1 parental cell cytotoxicity; KB-3-1 viability, CellTiter-Glo ATP luminescence, 72 h; Potency, µM (top dose mostly 46.1 µM), for inactives: at the highest dose activity change, negative = cytotoxic, hits mostly cytotoxic; 1.4% of 400,000 active; also: potency is read from the fitted curve at half-maximal effect; % is scaled to controls: 0 for no effect and ±100 for the full control effect; nearly all actives have a fitted effect of over 60% in size
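Screening of KB-3-1 cells (DMEM, 10% FBS, phenol-red free) ran from lowest to highest compound concentration; after 72 h at 37 °C viability was read luminescently and curves fitted.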
Active calls of the source: *; ? = inconclusive; . = no result given; & = joins results of further samples; [ ] = another dose, or the depositor's remark. Unless noted, calls follow the shape of the dose curve; as a rule, active = well fitted curve in the direction sought with a large enough effect; inconclusive = small, poorly fitted or top-dose-only effect, or another doubt; inactive = no such curve, though single readings can be large; an effect the other way counts as inactive or inconclusive.

SMILES	HT1080-NT tox	GLP1R ag	HT1080 IDH1KD tx	DRD3 antagonist	KB-V1 cytotox	SW480 rereplic	IL1B secr inh	DRD3 agonist	KB-3-1 cytotox
O=C(N/N=C/c1ccc(OC(F)F)cc1)c1ccc(Br)cc1	7%	0%	3%	-27	?	2%	-2	-38	-5%
O=C(O)CCC(=O)N(Cc1ccccc1)Cc1ccccc1	-5%	-4%	-2%	-14	18%	11%	0	-5	?
CCOc1ccc(NC(=O)CC2SC(=O)N(c3ccccc3)C2=O)cc1 (centres undefined)	14%	0%	23%	-19	-15%	2%	-2	3	20%
CCOC(=O)c1cc2occc2n1CC(=O)N1CCCc2ccccc21	-4%	0%	-4%	-1	16µM*	-2%	-14	6	22%
CCc1ccc2c(c1)c1nc(C)sc1n2CC(=O)OC	2%	19%	2%	3	19%	-5%	0	14	2%
Cn1cc(CN2CCCC(C(=O)c3cc(F)ccc3F)C2)c2ccccc21 (centres undefined)	?	11%	?	-64*	-7%	0%	-71*	-22	-28%
Cn1cc(CN2CCc3sccc3C2)c(-c2ccccc2F)n1	-7%	9%	21%	-91*	-17%	-3%	14	-19	2%
Cc1noc(NS(=O)(=O)c2ccc(NC(=O)Nc3ccc(Cl)c(Cl)c3)cc2)c1C	?	-12%	?	-77*	10%	2%	8	5	-6%
COCCNC(=O)C1(C)CCCN(C(=O)c2cccc(C#N)c2)C1 (centres undefined)	18%	12%	11%	4	8%	.	10	2	0%
O=C(OC1CCOC1=O)c1cc(-c2ccc(Br)cc2)nc2ccccc12 (centres undefined)	14%	4%	-12%	15	5%	0%	-8	-15	1%
O=C(OCc1cn([C@@H]2C[C@H](c3ccc(Cl)cc3)N(C(=O)c3cccs3)C[C@H]2O)nn1)c1ccccc1	-19%	2%	-16%	-12	-7%	.	-4	2	-6%
Cc1c(C)n(Cc2ccccc2)c2ccc(C(=O)OCCCN(C)C)cc12	15µM*	?	13µM*	-18	?	?	-109*	-25	?
CC(C)(Oc1ccc(Cl)cc1)C(=O)O/N=C(\N)c1ccncc1	-10%	15%	-1%	-10	12%	?	9	-7	-2%
O=C(Cn1nc(-c2ccccc2Cl)ccc1=O)Nc1ccc(Br)cc1	5%	1%	-11%	6	4%	-1%	-1	-1	-2%
COc1cc(/C=C/C(=O)N2CCCc3ccccc32)cc(OC)c1OC	12%	1%	4%	23	?	4%	18	6	17%
COc1ccc(NC(=O)CNC(=O)Cc2cccc3ccccc23)c(OC)c1	20%	5%	?	14	-7%	1%	9	3	-12%
O=C(Cc1ccccc1)c1ccc(Cl)cc1	16%	-1%	13%	-8	20%	-16%	-21	3	27%
CCC(=O)N1CCc2cc(S(=O)(=O)CCC(=O)Nc3ccc(OC)cc3)ccc21	0%	7%	-1%	7	-3%	-2%	-9	-4	0%
COc1cccc(CNC(=O)CSc2nc(=O)n(Cc3ccncc3)c3c2CCC3)c1	9%	-6%	2%	-1	?	-8%	-5	-2	5%
COc1cccc(NC(=O)c2ccccc2Oc2ccccc2)c1	11%	8%	10%	5	5%	-22%	-24	3	12%
CCCCCC1=NN2C(=O)CC(=O)N=C2S1	12%	-2%	2%	8	2%	-9%	33	-8	1%
CC(CNC(=O)c1cc(COc2c(F)cccc2F)on1)c1ccccc1 (centres undefined)	2%	-4%	1%	3	?	?	-1	2	-3%
CC(C)c1ccc(C2N3CC4([N+](=O)[O-])CN2CC([N+](=O)[O-])(C3)C4(C)C)cc1 (centres undefined)	6%	-5%	0%	15	13%	-24%	15	0	-3%
CC(C)CN(CC(C)C)S(=O)(=O)c1ccc(C(=O)Nc2sc3c(c2C(N)=O)CC(C)(C)NC3(C)C)cc1	.	14%	.	.	-20%	.	.	-6	13%
CCN1CCN(C(=O)CN(Cc2ccccc2)S(C)(=O)=O)CC1	10%	-2%	12%	2	3%	-3%	2	-2	-18%

Full records, quoted from the list. Values in the order: HT1080-NT tox	GLP1R ag	HT1080 IDH1KD tx	DRD3 antagonist	KB-V1 cytotox	SW480 rereplic	IL1B secr inh	DRD3 agonist	KB-3-1 cytotox
`COc1cc(/C=C/C(=O)N2CCCc3ccccc32)cc(OC)c1OC` is listed with 12%	1%	4%	23	?	4%	18	6	17%
`COc1ccc(NC(=O)CNC(=O)Cc2cccc3ccccc23)c(OC)c1` is listed with 20%	5%	?	14	-7%	1%	9	3	-12%
`Cc1noc(NS(=O)(=O)c2ccc(NC(=O)Nc3ccc(Cl)c(Cl)c3)cc2)c1C` is listed with ?	-12%	?	-77*	10%	2%	8	5	-6%
`CCc1ccc2c(c1)c1nc(C)sc1n2CC(=O)OC` is listed with 2%	19%	2%	3	19%	-5%	0	14	2%
`CC(C)c1ccc(C2N3CC4([N+](=O)[O-])CN2CC([N+](=O)[O-])(C3)C4(C)C)cc1` (centres undefined) is listed with 6%	-5%	0%	15	13%	-24%	15	0	-3%

(continued)
SMILES	HT1080-NT tox	GLP1R ag	HT1080 IDH1KD tx	DRD3 antagonist	KB-V1 cytotox	SW480 rereplic	IL1B secr inh	DRD3 agonist	KB-3-1 cytotox
Cc1nc(SCc2ccccc2F)c2oc3ccccc3c2n1	-8%	13%	-14%	12	?	-87%[inhibitor]	-6	5	-21%
COc1ccc(CNC(=O)C2=CC(c3ccc(OC)c(OC)c3)=NS(=O)(=O)N2C)cc1	-10%	-2%	1%	-13	-18%&0%	0%	0	3&1	-4%&9%
CCCCC(=O)N(c1ccc(C(=O)O)cc1)c1nc(-c2ccc(Cl)cc2)c(CC)s1	0%	-2%	0%	18	6%	-11%	9	0	-6%
COc1cc2cc(CN(CCN3CCCC3)C(=O)Nc3ccccc3Cl)c(=O)[nH]c2cc1OC	-7%	7%	2%	?	1%	-4%	-2	-6	-3%
C/C(=N/NC(=O)c1ccco1)c1cccc(NC(=O)c2ccc(C)s2)c1	5%	10%	8%	0	10µM*	-2%	-4	-26	-4%
CCC1(C)Cc2c(sc3nc(SC)n(Cc4ccccc4)c(=O)c23)CO1 (centres undefined)	5%	-1%	-1%	14	12%	1%	-5	3	12%
CCOC(=O)c1cnc2c(c(C)nn2C)c1Oc1ccc(Cl)cc1	-22%	13%	-27%	-7	3.3µM*	2%	28	-12	?
CC1CCCC(NC(=O)C2CCN(S(=O)(=O)N3CCOCC3)CC2)C1C (centres undefined)	9%[9.24 µM]	5%	-5%	11	8%	-1%	-10	2	2%
C/C(=N\NC(=O)C1CC1)c1cccnc1	2%	-1%	2%	24	9%	2%	-8	2	8%
O=S(=O)(O)c1nc2ccccc2n1Cc1ccc(Cl)cc1	-5%	8%	-2%	-9	13%	-2%	6	6	0%
CCC(=O)c1ccc(OC(=O)c2cccs2)cc1	2%	-12%	16%	-5	1%	0%	-20	5	1%
CCC/C(O)=C1\C(=O)CCCC1=NCCc1c(C)[nH]c2ccc(OC)cc12	-4%	-5%	1%	10	?	6%	-4	12	0%
CC(NC(=S)NC1CCCCC1)C(c1ccccc1)N1CCOCC1 (centres undefined)	-21%	13%	-3%	-14	-15%	21%	-8	-7	1%
Cc1ccc(-c2csc3ncn(CC(=O)O)c(=O)c23)cc1C	7%	-2%	8%	4	?	?	32	5	2%
CN(C)CCN(Cc1ccccc1)C(=O)[C@H](Cc1ccccc1)N1C(=O)c2ccccc2C1=O	16%	8%	24%	-20	?	-9%	5	2	8%
COc1ccc(CNS(=O)(=O)c2ccc(S(=O)(=O)NC3CC3)cc2)cc1	-11%	9%	-8%	-23	-4%	8%	1	-17	0%
COc1cc(CNC(=O)c2cc(-c3ccc(OC)cc3C)n[nH]2)cc(OC)c1	4%	19%	30%	23	-4%	.	-22	2	0%
Cn1c(=O)c(C(=O)NC2CCCCCC2)c(O)c2ccccc21	7%	14%	4%	-20	-2%	9%	32	-8	0%
Cc1cccc(N(CC(=O)N2CCOCC2)S(C)(=O)=O)c1C	7%	-9%	1%	5	18%	-6%	-17	4	6%
O=C(NCc1ccco1)c1ccc2ccccc2c1	-17%	1%	?	-22	?	1%	2	-11	6%
COc1ccccc1CC(=O)Nc1cc(C)ccn1	11%	2%	8%	4	-2%	-6%	0	7	-6%
COc1ccc(C(CC(=O)O)NC(=O)c2cc3ccccc3oc2=O)cc1OC (centres undefined)	.	-2%	.	.	2%	.	.	5	14%
COc1ccc(C(O)c2nc(-c3ccccc3OC)cs2)cc1 (centres undefined)	6%	?	15%	10	-15%	.	10	6	-3%
CC(=O)N1CCC(C(=O)Nc2ccc(S(=O)(=O)N3CCC(C)CC3)cc2)CC1	-1%	-11%	-5%	1	7%	-1%	8	-1	-6%
O=C(NCc1ccc(F)cc1)c1cc(C2CCCCN2C(=O)c2ccc(Cl)cc2)on1 (centres undefined)	?	-12%	?	10	-3%	.	0	1	0%

(listing goes on)
SMILES	HT1080-NT tox	GLP1R ag	HT1080 IDH1KD tx	DRD3 antagonist	KB-V1 cytotox	SW480 rereplic	IL1B secr inh	DRD3 agonist	KB-3-1 cytotox
CCOc1cccc(C2NC(=S)NC(C)=C2C(=O)Nc2ccccc2)c1 (centres undefined)	?	1%	?	-17	-17%	?	0	-3	?
COC(=O)c1scc(C)c1N/N=C(\C)c1ccc(F)cc1F	10%	0%	-12%	0	1%	-1%	5	8	12%
Cc1cc([N+](=O)[O-])ccc1NC(=O)Cc1ccc(F)cc1	3%	2%	3%	6	0%	-7%	-59*	9	2%
Cc1nc(-c2cccc(Cl)c2)n[nH]1	-2%	6%	3%	10	-5%	-12%	-15	-2	3%
O=C(COC(=O)c1ccc(O)cc1)Nc1ccc2[nH]c(=O)[nH]c2c1	8%	-4%	4%	4	4%	8%	27	2	9%
C[C@@H]1CN([C@@H](C)CO)C(=O)CCCn2nncc2CO[C@H]1CN(C)C(=O)Nc1ccccc1F	1%	-5%	8%	-1	-1%	.	14	-15	19%
CC(OC(=O)CN1C(=O)c2ccccc2C1=O)C(=O)NC1CCCC1 (centres undefined)	-1%	-1%	0%	-9	4%	-6%	15	0	-1%
NCCc1nnc(SCC(=O)Nc2cccc(Cl)c2)o1	2%	11%	0%	-1	12%	1%	8	3	2%
